# From PubChem BioAssay
# IDH1 R132H inh: inhibitors of IDH1 R132H reductase, primary screen, biochemical, plate reader, single point; Isocitrate dehydrogenase [NADP] cytoplasmic (Homo sapiens), O75874; diaphorase/resazurin fluorescence, 60 min; inhibition, % at 10 µM; 70,000 tested, 0.18% active; AID 624101, 2012; in the data active = inhibition above about 34%;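 also: 0% = DMSO and 100% = no enzyme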
# EZH2 inh: EZH2/PRC2 methyltransferase inhibitors, primary screen, biochemical, DELFIA time-resolved fluorescence, single point | Histone-lysine N-methyltransferase EZH2 (Homo sapiens), Q15910 | PRC2 H3K27 methylation, DELFIA TRF, 1 h | inhibition, % at 12.5 µM | 57,000 tested, 0.35% active | AID 651548, 2012;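 active = mean inhibition of replicates at least 50% and every single replicate also reaching 50%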;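 also: dimethyl H3K27 on biotinylated H3 21-44 peptide detected by antibody; plate controls were median neutral control wells for no effect and median positive control wells for full effect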
# Target sequence (Q15910 whole entry, looked up): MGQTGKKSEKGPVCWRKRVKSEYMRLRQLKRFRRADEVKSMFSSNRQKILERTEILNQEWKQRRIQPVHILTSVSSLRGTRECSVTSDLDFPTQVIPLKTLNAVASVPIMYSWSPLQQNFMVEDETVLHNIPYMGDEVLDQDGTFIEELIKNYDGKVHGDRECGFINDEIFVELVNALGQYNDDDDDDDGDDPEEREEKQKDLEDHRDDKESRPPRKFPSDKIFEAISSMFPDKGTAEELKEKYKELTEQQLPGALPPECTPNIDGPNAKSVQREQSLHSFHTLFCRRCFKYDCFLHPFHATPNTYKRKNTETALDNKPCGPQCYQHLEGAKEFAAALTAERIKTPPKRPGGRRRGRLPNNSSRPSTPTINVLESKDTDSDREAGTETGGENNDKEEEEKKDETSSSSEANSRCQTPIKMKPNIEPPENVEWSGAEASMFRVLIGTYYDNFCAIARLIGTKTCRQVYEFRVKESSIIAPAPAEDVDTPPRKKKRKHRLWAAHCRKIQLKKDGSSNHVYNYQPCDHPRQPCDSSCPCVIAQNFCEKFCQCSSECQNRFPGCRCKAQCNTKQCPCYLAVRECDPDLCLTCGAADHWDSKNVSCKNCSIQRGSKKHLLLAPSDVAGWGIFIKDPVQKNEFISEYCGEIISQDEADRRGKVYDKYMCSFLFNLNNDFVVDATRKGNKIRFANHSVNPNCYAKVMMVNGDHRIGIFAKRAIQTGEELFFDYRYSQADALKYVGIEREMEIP
# Numbers without * were called inactive; . = no result given.
SMILES,IDH1 R132H inh,EZH2 inh
CO[C@H]1CN(C)C(=O)c2cc(NC(=O)c3ccc(F)cc3)ccc2OC[C@H](C)N(C(=O)CC2CC2)C[C@@H]1C,0.0,5
C=C[C@@H](COC(C)=O)NS(=O)(=O)c1ccc(Br)cc1,.,-3
COc1ccc(CNC(=O)N(C)C[C@H]2OCc3ccccc3-c3ccccc3C(=O)N([C@H](C)CO)C[C@@H]2C)cc1,-2.2,6
O=C(O)CC(CC(=O)Nc1cc(C(F)(F)F)cc(C(F)(F)F)c1)c1ccc(Cl)cc1Cl (centres undefined),0.4,-1
C[C@@H]1CN([C@@H](C)CO)C(=O)c2cc(NC(=O)Nc3ccccc3)ccc2O[C@@H](C)CCCCO[C@@H]1CN(C)C(=O)Nc1cccc2ccccc12,-4.7,.
CC(C(N)=O)N(c1ccc(Cl)cc1)S(C)(=O)=O (centres undefined),-0.1,0
CN(C)C(=O)C[C@H]1C=C[C@H](NC(=O)c2ccc(F)cc2)[C@@H](CO)O1,0.5,4
COc1ccc(-c2cnc3c(c2)C(=O)N([C@@H](C)CO)C[C@H](C)[C@H](CN(C)C(=O)CN(C)C)O3)cc1,0.4,-2
CCS(=O)(=O)Nc1ccc2c(c1)C(=O)N(C)C[C@@H](OC)[C@H](C)CN(C(=O)NC(C)C)[C@@H](C)CO2,0.2,4
C[C@@H]1CN([C@@H](C)CO)C(=O)Cc2cc(NC(=O)Nc3ccccc3)ccc2O[C@H]1CN(C)Cc1ccc(C(=O)O)cc1,4.0,-1
C[C@@H]1CN([C@@H](C)CO)S(=O)(=O)c2ccc(-c3cccc(F)c3)cc2O[C@H]1CN(C)S(C)(=O)=O,-3.7,14
C[C@H]1CN([C@@H](C)CO)C(=O)Cc2cc(NC(=O)Cn3cnnn3)ccc2O[C@H]1CN(C)C(=O)NC1CCCCC1,0.0,.
C[C@@H]1CN([C@@H](C)CO)C(=O)c2cc(/C=C/c3ccccc3)cnc2O[C@H]1CN(C)S(C)(=O)=O,-0.9,-21
CC1=C(C(=O)Nc2cccc(Cl)c2)C(c2cc(Br)ccc2OCC(=O)O)NC(=O)N1 (centres undefined),1.3,11
COc1ccc(N(CC(=O)Nc2cccc(Br)c2)S(C)(=O)=O)cc1,0.0,2
CC(C)NC(=O)Nc1ccc2c(c1)C(=O)N([C@@H](C)CO)C[C@@H](C)[C@@H](CN(C)Cc1ccccc1)OCCCC[C@@H](C)O2,2.3,-10
COc1ccc(S(=O)(=O)Nc2cccc3c2O[C@@H](CN(C)Cc2ccccc2)[C@H](C)CN([C@H](C)CO)C3=O)cc1,.,6
COc1cc(C2OCC3(OC4OC(CO)C(O)C(O)C4O)C(c4ccc(O)c(OC)c4)OCC23)ccc1O (centres undefined),-0.4,-21
Cc1ccccc1-c1ccc2c(c1)O[C@H](CN(C)CC1CC1)[C@H](C)CN([C@H](C)CO)S2(=O)=O,0.2,-56
Cc1ccc(S(=O)(=O)N(C)C[C@H]2OCc3cnnn3CCCC(=O)N([C@H](C)CO)C[C@H]2C)cc1,.,8

# Random excerpt: 2 compounds from above.
SMILES,IDH1 R132H inh,EZH2 inh
CC(C)NC(=O)Nc1ccc2c(c1)C(=O)N([C@@H](C)CO)C[C@@H](C)[C@@H](CN(C)Cc1ccccc1)OCCCC[C@@H](C)O2,2.3,-10
COc1ccc(N(CC(=O)Nc2cccc(Br)c2)S(C)(=O)=O)cc1,0.0,2

# (further entries)
SMILES,IDH1 R132H inh,EZH2 inh
O=C(CSc1n[nH]c(-c2ccco2)n1)Nc1ccc(Br)cc1,0.0,-27
C[C@H](CO)N1C[C@H](C)[C@H](CN(C)C)Oc2ncc(C#Cc3ccccc3)cc2C1=O,-0.2,-6
Cc1cccc(-c2nnc(SCC(=O)Nc3cccc(C)c3C)n2C)c1,0.8,-10
COCC#Cc1cnc2c(c1)C(=O)N([C@H](C)CO)C[C@H](C)[C@@H](CN(C)S(=O)(=O)c1cccc(OC)c1)O2,-7.4,-13
C[C@@H]1CN([C@H](C)CO)C(=O)Cc2cc(NS(=O)(=O)c3cn(C)cn3)ccc2O[C@H]1CN(C)Cc1ccc(-c2ccccc2)cc1,-0.8,.
O=C(CSc1nnc(-c2ccccn2)n1-c1ccccc1)Nc1ccc(Br)cc1,0.3,-7
CCC(=O)N[C@H]1CC[C@H](CCn2cc(C3CC3)nn2)O[C@H]1CO,-0.5,6
O=C(C[C@H]1C[C@H]2c3cc(NC(=O)CC4CC4)ccc3O[C@H]2[C@H](CO)O1)NCc1cccnc1,-0.2,-2
Cc1ccc(S(=O)(=O)N(C)C[C@H]2Oc3ccc(NC(=O)CCN4CCOCC4)cc3C(=O)N([C@@H](C)CO)C[C@H]2C)cc1,-0.1,-15
C=C1CC[C@@]2(OC1)O[C@H]1CC3[C@@H]4CC=C5C[C@H](O[C@@H]6OC[C@H](O)[C@H](O)[C@H]6O[C@@H]6O[C@@H](C)[C@H](O)[C@@H](O)[C@H]6O)C[C@@H](O)[C@]5(C)C4CC[C@]3(C)[C@H]1[C@@H]2C (some centres undefined),-0.1,.
CNC[C@@H]1OCCCC[C@@H](C)Oc2ccc(NC(=O)c3ccccc3)cc2C(=O)N([C@@H](C)CO)C[C@@H]1C,.,1
COc1ccc(-c2cnc3c(c2)C(=O)N([C@H](C)CO)C[C@H](C)[C@H](CN(C)S(=O)(=O)c2ccc(F)cc2)O3)cc1,0.4,.
C[C@@H]1CN([C@H](C)CO)C(=O)c2cc(C3=CCCC3)cnc2O[C@@H]1CN(C)S(C)(=O)=O,.,8
CS(=O)(=O)N(CC(=O)N1CCC(C(N)=O)CC1)c1cc(Cl)c(Cl)cc1Cl,1.7,-15
COc1ccc(S(=O)(=O)N(C)C[C@@H]2Oc3ccc(NC(=O)CCCN(C)C)cc3C(=O)N([C@@H](C)CO)C[C@H]2C)cc1,-0.9,.
O=S(=O)(CCc1nnc(-c2ccccc2)o1)c1ccc(Cl)cc1,0.1,-4
O=C(Nc1ccccc1F)N[C@H]1C=C[C@@H](CC(=O)N2CCCCC2)O[C@@H]1CO,0.0,-6
Cc1noc(C)c1S(=O)(=O)Nc1ccc2c(c1)C(=O)N([C@@H](C)CO)C[C@H](C)[C@H](CN(C)Cc1ccc(Oc3ccccc3)cc1)O2,-0.4,.
COCC(=O)N[C@@H]1C=C[C@H](CC(=O)NCc2ccccc2OC)O[C@@H]1CO,0.0,-13
C[C@@H]1CCCCO[C@@H](CN(C)S(=O)(=O)c2ccccc2)[C@@H](C)CN([C@H](C)CO)C(=O)c2cc(NC(=O)c3ccncc3)ccc2O1,-0.8,.
CC(C)CC#Cc1ccc2c(c1)O[C@@H](CN(C)C(=O)Cc1ccccn1)[C@H](C)CN([C@H](C)CO)S2(=O)=O,-0.4,-10
C[C@@H]1CN([C@H](C)CO)C(=O)Cc2cc(NC(=O)CCN3CCOCC3)ccc2O[C@@H]1CN(C)S(=O)(=O)c1ccc(Cl)cc1,-1.5,.
COc1ccccc1C#Cc1ccc2c(c1)O[C@@H](CN(C)Cc1ccccc1)[C@@H](C)CN([C@@H](C)CO)S2(=O)=O,0.1,.
C[C@H]1CN([C@@H](C)CO)C(=O)c2cccc(NS(=O)(=O)c3ccc(Cl)cc3)c2O[C@@H]1CN(C)Cc1ccc(Oc2ccccc2)cc1,0.7,.
CCCN(C)C[C@@H]1OCCCC[C@H](C)Oc2ccc(NS(=O)(=O)c3ccc(C)cc3)cc2C(=O)N([C@@H](C)CO)C[C@H]1C,.,-44
O=C1Nc2ccc(S(=O)(=O)NCCCO)c3cccc1c23,-0.2,4
O=C(C[C@H]1C[C@@H]2c3cc(NC(=O)Nc4ccc(C(F)(F)F)cc4)ccc3O[C@@H]2[C@@H](CO)O1)NC1CCCCC1,0.3,-19
CNC[C@@H]1Oc2ncc(-c3cccc(C(=O)N(C)C)c3)cc2C(=O)N([C@H](C)CO)C[C@@H]1C,4.3,-6
CC(C)NC(=O)Nc1ccc2c(c1)C(=O)N([C@H](C)CO)C[C@H](C)[C@H](CN(C)Cc1ccc(C(=O)Nc3ccccc3N)cc1)OCCCC[C@@H](C)O2,.,-16
C[C@@H]1CCCCO[C@@H](CN(C)CC2CCCCC2)[C@H](C)CN([C@@H](C)CO)C(=O)c2cc(NS(=O)(=O)c3cn(C)cn3)ccc2O1,0.0,.
COc1ccc(NC(=O)O[C@@H](c2ccc(OCCO)cc2)[C@@H](C)CCO)cc1,0.0,2
COc1ccc(NC(=O)N(C)C[C@H]2OCCCC[C@H](C)Oc3ccc(NS(=O)(=O)c4cccs4)cc3C(=O)N([C@@H](C)CO)C[C@@H]2C)cc1,0.6,.
O=C(C[C@@H]1C=C[C@@H](NC(=O)NC2CCCCC2)[C@H](CO)O1)NCc1ccc(Cl)cc1,0.4,-5
CCS(=O)(=O)Nc1ccc2c(c1)C(=O)N(C)C[C@H](OC)[C@H](C)CN(C(=O)COC)[C@H](C)CO2,0.2,0
C[C@H]1CN([C@@H](C)CO)C(=O)c2cc(-c3ccncc3)cnc2O[C@H]1CN(C)C(=O)Nc1ccc2c(c1)OCO2,0.5,.
Cc1ccc(NC(=O)CSc2nc(C)cc(C(F)(F)F)n2)cc1,0.3,7
CCCC#Cc1cnc2c(c1)C(=O)N([C@H](C)CO)C[C@H](C)[C@H](CN(C)C(=O)c1cccc(F)c1)O2,-1.7,-3
COc1cc(NS(=O)(=O)c2ccc(NC(=O)c3cccc4ccccc34)cc2)ncn1,-0.1,7
C[C@H](CO)N1C[C@H](C)[C@H](CN(C)Cc2ccccc2)Oc2ncc(C#Cc3ccccn3)cc2C1=O,-0.4,-12
CS(=O)(=O)N(CC(=O)Nc1ccc(Cl)c(C(F)(F)F)c1)c1cccc(Br)c1,-0.1,31
CO[C@H]1CN(C)C(=O)c2ccc(NS(=O)(=O)c3cccc(F)c3)cc2OC[C@@H](C)N(Cc2cc(F)ccc2F)C[C@@H]1C,0.1,29
C[C@@H]1CCCCO[C@H](CN(C)C(=O)CCC(F)(F)F)[C@@H](C)CN([C@H](C)CO)C(=O)c2cc(NS(C)(=O)=O)ccc2O1,0.8,6
COCC(=O)Nc1ccc2c(c1)[C@@H]1C[C@H](CC(=O)N3CCOCC3)O[C@H](CO)[C@@H]1O2,-4.9,-7
C[C@@H]1CCCCO[C@@H](CN(C)CC2CC2)[C@H](C)CN([C@@H](C)CO)C(=O)c2cc(NC(=O)Nc3ccc(F)cc3)ccc2O1,4.9,-14
C[C@H](CO)N1C[C@H](C)[C@H](CN(C)S(=O)(=O)c2ccccc2)Oc2c(cccc2N(C)C)C1=O,.,-2
C[C@H](CO)N1C[C@H](C)[C@@H](CN(C)C(=O)CN(C)C)Oc2cc(C#CC3CC3)ccc2S1(=O)=O,-0.1,-21
COCCNC(=O)c1cc2c(c(-c3cccc(C4=CCCC4)c3)n1)[C@H](CCO)N([S@@](=O)C(C)(C)C)C2,0.0,-4
CCCN1C[C@H](C)[C@@H](OC)CN(C)C(=O)c2ccc(NC(=O)COC)cc2OC[C@@H]1C,-0.2,-15
O=S(=O)(N[C@H]1CCN(Cc2cccc(OCCO)c2)C1)c1ccc2ccccc2c1,.,-13
COCC#Cc1cnc2c(c1)C(=O)N([C@@H](C)CO)C[C@@H](C)[C@@H](CN(C)C(=O)c1cccnc1)O2,-4.1,12
C[C@@H]1CCCCO[C@@H](CN(C)S(=O)(=O)c2ccc(F)cc2)[C@@H](C)CN([C@H](C)CO)C(=O)c2cc(NS(=O)(=O)c3ccc(Cl)cc3)ccc2O1,6.6,.
COCC(=O)N(C)C[C@H]1Oc2ncc(-c3ccc(C)cc3)cc2C(=O)N([C@H](C)CO)C[C@@H]1C,1.6,-11
C[C@H](CO)N1C[C@H](C)[C@H](CN(C)Cc2ccc3c(c2)OCCN3C)OCc2cn(nn2)CCCC1=O,-0.1,16
CCC(=O)Nc1ccc2c(c1)OC[C@@H](C)N(Cc1cccc(F)c1)C[C@H](C)[C@@H](OC)CN(C)C2=O,0.0,-3
CO[C@H](CN(C)S(=O)(=O)c1ccc(Cl)cc1)[C@@H](C)CN(Cc1ccccc1Cl)[C@@H](C)CO,-0.4,20
Cc1noc(C)c1S(=O)(=O)Nc1cccc2c1O[C@@H](CN(C)C(=O)NC1CCCCC1)[C@@H](C)CN([C@H](C)CO)C2=O,1.4,.

# Rewritten tab-delimited: part of the list above.
canonical_smiles	IDH1 R132H inh	EZH2 inh
COCCNC(=O)c1cc2c(c(-c3cccc(C4=CCCC4)c3)n1)[C@H](CCO)N([S@@](=O)C(C)(C)C)C2	0.0	-4
CCCN1C[C@H](C)[C@@H](OC)CN(C)C(=O)c2ccc(NC(=O)COC)cc2OC[C@@H]1C	-0.2	-15
O=S(=O)(N[C@H]1CCN(Cc2cccc(OCCO)c2)C1)c1ccc2ccccc2c1	.	-13
COCC#Cc1cnc2c(c1)C(=O)N([C@@H](C)CO)C[C@@H](C)[C@@H](CN(C)C(=O)c1cccnc1)O2	-4.1	12
C[C@@H]1CCCCO[C@@H](CN(C)S(=O)(=O)c2ccc(F)cc2)[C@@H](C)CN([C@H](C)CO)C(=O)c2cc(NS(=O)(=O)c3ccc(Cl)cc3)ccc2O1	6.6	.
COCC(=O)N(C)C[C@H]1Oc2ncc(-c3ccc(C)cc3)cc2C(=O)N([C@H](C)CO)C[C@@H]1C	1.6	-11
C[C@H](CO)N1C[C@H](C)[C@H](CN(C)Cc2ccc3c(c2)OCCN3C)OCc2cn(nn2)CCCC1=O	-0.1	16
CCC(=O)Nc1ccc2c(c1)OC[C@@H](C)N(Cc1cccc(F)c1)C[C@H](C)[C@@H](OC)CN(C)C2=O	0.0	-3
CO[C@H](CN(C)S(=O)(=O)c1ccc(Cl)cc1)[C@@H](C)CN(Cc1ccccc1Cl)[C@@H](C)CO	-0.4	20
Cc1noc(C)c1S(=O)(=O)Nc1cccc2c1O[C@@H](CN(C)C(=O)NC1CCCCC1)[C@@H](C)CN([C@H](C)CO)C2=O	1.4	.

# A portion of the library; count on the stated rates, not on these rows.
